LYP inhibition = inhibitors of LYP phosphatase, biochemical, fluorescence intensity, uHTS (AID 1779); hit rate 0.054% among 290,000; Tyrosine-protein phosphatase non-receptor type 22 (Homo sapiens); recombinant LYP phosphatase, fluorescence intensity; higher % means a stronger effect; inhibition, % at 11.5 µM, or IC50 in µM where a hit was titrated; in the data active = inhibition above about 50%;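 note: plate controls were vehicle with enzyme for no effect and no enzyme for full effect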
ER stress rescue = rescue of cells from ER stress-induced death, primary screen, 384-well, CSM14.1, thapsigargin, ATP luminescence (AID 1222) | CSM14.1 thapsigargin-induced death rescue, ATP luminescence; higher % means a stronger effect | cellular ATP content (survival), % at 20 µM; hits with a dose series show EC50 in µM | 190,000 tested, under 10 active;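 active = EC50 below 50 µM in the dose-response confirmation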;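 note: death triggered by thapsigargin at about 15 µM added after 2 h compound pretreatment; cell ATP read after overnight thapsigargin exposure of roughly 18 to 22 hours; normalized against plate controls of thapsigargin alone and 5% DMSO vehicle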
GPR35 arrestin U2OS = GPR35 antagonists blocking zaprinast-driven arrestin recruitment, primary screen, imaging, U2OS, beta-arrestin-GFP, zaprinast agonist (AID 2058). hit rate 0.052% among 290,000. U2OS GPR35 beta-arrestin-GFP translocation imaging, zaprinast antagonism; higher % means a stronger effect. G-protein coupled receptor 35 (Homo sapiens). inhibition, % at 10 µM; hits with a dose series show IC50 in µM;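 active = inhibition of at least 50% with at least 30 cells and total cytoplasm GFP at most 10,000,000; inconclusive = under 30 cells or total GFP of 10,000,000 plus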
Dengue-2 NS5 capping = Dengue-2 NS5 methyltransferase inhibitors, primary screen, biochemical, confirmation dose response (AID 588689) | hit rate 0.3% among 340,000 | Dengue-2 NS5 methyltransferase capping enzyme assay, biochemical; higher % means a stronger effect | Genome polyprotein (Dengue virus type 2 (strain 16681-PDK53)) | inhibition, % at 25 µM, or IC50 in µM where a hit was titrated; in the data active = a potency from the dose series; inconclusive = inhibition above about 29% without an active follow-up result
MgcRacGAP inhibition = MgcRacGAP GTPase-activating activity inhibitors, confirmation, biochemical, ADP Hunter fluorescence | MgcRacGAP-stimulated Rac1 GTP hydrolysis, ADP Hunter fluorescence; higher % means a stronger effect; GST-tagged Rac1 F28L mutant substrate | Rac GTPase-activating protein 1 (Homo sapiens) | inhibition, % at 30 µM, or IC50 in µM where a hit was titrated | hit rate 0.6% among 340,000 | AID 624330, 2012;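 active = first-screen hits whose inhibition reached a set limit at any dose in the follow-up dose series; inconclusive = inhibition above the set first-screen limit but never retested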;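 note: fluorescence reports GDP produced by GAP-driven GTP hydrolysis; strong numbers were not always called active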
West Nile virus CPE = West Nile virus antiviral activity, cell-based, CPE readout (AID 1621) | West Nile virus-infected cells, CPE inhibition; higher % means a stronger effect | one-dose CPE inhibition, % at 10 µM; IC50 in µM for titrated hits | hit rate 0.02% among 290,000; in the data active = a potency from the dose series; inconclusive = CPE inhibition mostly from about 3.7% at the one dose, without a potency; inactive = the rest, 99 in 100 with CPE inhibition below about 2.2%; note: strong numbers were not always called active
SV40 large T antigen = SV40 large T antigen inhibitors, biochemical (AID 1903). SV40 large T antigen ATPase/helicase inhibition assay; higher % means a stronger effect. one-dose inhibition, % at 20 µM; IC50 in µM for titrated hits. hit rate 0.39% among 310,000; in the data active = a potency from the dose series; inconclusive = inhibition mostly from about 32% at the one dose, without a potency; inactive = the rest, 99 in 100 with inhibition below about 32%; note: strong numbers were not always called active
RSV antiviral HEp-2 = RSV antiviral activity via CPE protection, HEp-2 cells, primary 10 µM value included (AID 2391). HEp-2 cells, RSV-induced CPE inhibition; higher % means a stronger effect. CPE inhibition, % at 10 µM, or IC50 in µM where a hit was titrated. hit rate 0.13% among 310,000; in the data active = a potency from the dose series; inconclusive = CPE inhibition mostly from about 23% at the one dose, without a potency; inactive = the rest, 99 in 100 with CPE inhibition below about 21%; note: strong numbers were not always called active
Salmonella PhoP GFP = inhibitors of PhoP regulon expression, primary screen, Salmonella Typhimurium, GFP reporter (AID 1863). S. Typhimurium PhoP-regulated promoter GFP reporter, 4 h; higher % means a stronger effect. inhibition, % at 50 µM; hits with a dose series show IC50 in µM. hit rate 0.16% among 300,000;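 active = inhibition over 29.93%, a cutoff 3 SD above the screen mean, later confirmed by dose response; inconclusive = inhibition over 29.93% but no dose response follow-up; inactive = inhibition at most 29.93% or unconfirmed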;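 note: 0% = low Mg2+ inducing control and 100% = high Mg2+ repressing control; strong numbers were not always called active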
* marks the source's active call; other numbers are inactive results; ? = inconclusive; . = no result given. Not a hit list; 1.5% or so of the library scored in one or more.

The line under a structure holds: LYP inhibition	ER stress rescue	GPR35 arrestin U2OS	Dengue-2 NS5 capping	MgcRacGAP inhibition	West Nile virus CPE	SV40 large T antigen	RSV antiviral HEp-2	Salmonella PhoP GFP
> Cn1c(=O)c2c(nc(N/N=C/c3cccnc3)n2Cc2ccccc2)n(C)c1=O
    1%	.	0%	5%	9%	-1.4%	17%	3.3%	-2%
> CCOC(=O)c1c(C)c(C(=O)N2CCCCCC2)c(C)n1C
    -5%	-0.2%	2%	-7%	4%	-0.9%	17%	0.2%	6%
> CCOC(=O)N1CCN(Cc2cc(=O)oc3cc4c(cc23)CCC4)CC1
    -15%	0.0%	13%	2%	15%	-0.1%	3%	2.5%	-6%
> COC(=O)c1cc(NC(=O)CC2NC3CCCCC3NC2=O)cc(C(=O)OC)c1 (centres undefined)
    -10%	-0.2%	8%	0%	7%	0.0%	4%	-0.5%	-1%
> O=C(Nc1nnc(Cc2ccc(Cl)cc2)s1)C1CCCO1 (centres undefined)
    -8%	0.8%	0%	-17%	8%	-0.4%	11%	2.7%	-8%
> Cc1ccnc(NC(=O)CN2C(=O)c3ccccc3S2(=O)=O)c1
    .	.	.	-3%	2%	.	14%	-0.5%	-2%
> CCc1n[nH]c(=O)n1Cn1c(CC)n[nH]c1=O
    -5%	-0.4%	3%	-4%	5%	0.0%	1%	1.3%	0%
> CN(C)/N=C/c1ccc(Sc2ccccc2[N+](=O)[O-])o1
    -5%	0.0%	10%	.	2%	1.0%	10%	-0.8%	-4%
> CN(C(=O)COC(=O)COc1ccc(Cl)cc1)C1CCCCC1
    -10%	0.0%	-5%	-2%	4%	0.3%	-5%	0.0%	-6%
> CCCCSc1nc2sc3c(c2c(=O)n1-c1ccc(OC)cc1)CCN(C)C3
    -4%	.	-12%	-9%	11%	0.0%	.	.	.
> CCCc1nnc(NC(=O)C(=O)NCCN(CC)CC)s1
    -4%	.	6%	2%	7%	-0.1%	0%	.	-10%
> Nc1nc(C(c2ccccc2)c2ccccc2)cs1
    -5%	.	-1%	-11%	2%	-0.8%	25%	4.1%	5%
> Cc1ccc(CNS(=O)(=O)c2ccc(C)s2)cc1
    -8%	.	1%	-6%	-1%	0.2%	3%	-0.1%	4%
> CN(C)c1ccc(C(=O)NNC(=O)c2ccc(Cl)cc2)cc1
    -4%	.	0%	.	.	-0.4%	9%	.	-1%
> CCN1CCC(NCCc2ccc(F)cc2)CC1
    -14%	.	14%	-9%	-1%	-0.1%	24%	-0.5%	-3%
> COc1ccc(OCc2cc(C(=O)N(C)Cc3cc(C)no3)no2)c(Cl)c1
    -6%	.	-1%	-4%	6%	-0.5%	2%	0.6%	3%
> O=C1c2ccccc2C(=O)c2[nH]c(=O)[nH]c21
    -7%	.	11%	8%	8%	-2.2%	5%	-1.9%	15µM*
> N#Cc1c(-c2ccccc2)ccn(Cc2ccccc2Cl)c1=O
    0%	2.9%	-1%	14%	-4%	.	24%	3.9%	20%
> CCn1c(=O)c(C(=O)CN(C)Cc2cccc(OC)c2OC)c(N)n(Cc2ccccc2)c1=O
    -7%	0.2%	-20%	-3%	84µM*	0.5%	1%	-1.1%	-5%
> CC(=O)c1c(C)[nH]c(C(=O)CSc2nc3ccccc3c(=O)n2CCCN2CCOCC2)c1C
    6%	1.0%	-10%	-2%	9%	0.8%	9%	-0.5%	-4%

The line under a structure holds: LYP inhibition	ER stress rescue	GPR35 arrestin U2OS	Dengue-2 NS5 capping	MgcRacGAP inhibition	West Nile virus CPE	SV40 large T antigen	RSV antiviral HEp-2	Salmonella PhoP GFP
> CCOc1cc(C(=O)Nc2ccc(C)cc2C)ccc1OCC(=O)N1CCCCC1
    -3%	-0.5%	2%	-4%	7%	0.5%	0%	1.6%	-10%
> CN1C(=O)NC(c2ccccc2)C2=C1CN(Cc1ccco1)C2=O (centres undefined)
    1%	.	3%	-8%	1%	0.2%	10%	2.8%	14%
> O=C(CC1C(=O)NCCN1CC1CCCCC1)NCc1ccc(F)cc1 (centres undefined)
    -8%	-2.3%	9%	4%	11%	0.0%	.	-1.3%	.
> CCOC(=O)c1c(-c2ccccc2)csc1NC(=O)/C(C#N)=C/c1ccc(OC)c(OC)c1
    2%	-1.2%	-11%	1%	1%	0.0%	?	8.5%	-9%
> COC(=O)c1ccc(/C=N/OCC(=O)NC2CCCCCCC2)cc1
    7%	0.9%	7%	-2%	3%	0.1%	18%	16%	-2%
> Nc1ccc(C(=O)N/N=C/c2cn(Cc3cccc(F)c3)c3ccccc23)cc1
    1%	.	-14%	1%	0%	0.1%	7%	7.1%	9%
> CC(=O)N1c2ccc(S(=O)(=O)NCCC(=O)NCCc3ccc(C)cc3)cc2CC1C (centres undefined)
    -15%	.	-17%	-7%	7%	-0.7%	7%	4.7%	-6%
> COc1ccc(OC(C)=O)c(C2c3cc(OC)c(OC)cc3CCN2C(C)=O)c1 (centres undefined)
    -1%	0.0%	-2%	-4%	20%	1.2%	38%	2.0%	3%
> CCOC(=O)c1nn(-c2ccc(Cl)cc2Cl)c(=N)c(C#N)c1C
    4%	.	37%	.	.	-0.1%	26%	.	-6%
> CC(Nc1nc(-c2ccc(F)cc2)cs1)c1nc2cc(C(F)(F)F)ccc2n1CCOCCO (centres undefined)
    .	.	.	-4%	13%	-0.5%	10%	-0.6%	-1%
> Cc1nc(CC(=O)O)c(-c2ccccc2)s1
    4%	0.0%	-2%	-4%	3%	0.5%	16%	1.7%	-18%
> CC1CCc2c(nc3ncnn3c2NCCc2ccccc2F)C1 (centres undefined)
    -1%	2.6%	13%	-7%	1%	-0.5%	8%	20%	6%
> COc1cc(NC(=O)c2ccc([N+](=O)[O-])o2)ccc1NC(=O)c1ccco1
    -7%	.	9%	-11%	4%	-0.1%	10%	1.4%	-5%
> CC1CC(C)C[N+](=C2C=C(N3CCCC3)CC(C)(C)C2)C1 (centres undefined)
    0%	-0.1%	7%	-2%	-5%	-1.3%	9%	.	7%
> O=C(CN1c2cccc3cccc(c23)S1(=O)=O)Nc1ccccc1
    -7%	-1.6%	7%	-2%	6%	-0.5%	6%	2.4%	6%
> CCC(C)[C@H]1CNCCN1CC1(c2ccccc2)CC1 (some centres undefined)
    .	.	.	9%	3%	.	10%	0.6%	.
> COc1ccc(-c2cc(C(=O)Nc3ccc(S(=O)(=O)Nc4onc(C)c4C)cc3)c3ccccc3n2)cc1
    9%	.	-14%	-4%	12%	0.4%	17%	11%	-8%
> COC(=O)C1=NNC2(c3ccc(C)cc3)C(=O)N(c3cccc(C)c3C)C(=O)C12 (centres undefined)
    6%	-2.7%	2%	4%	9%	0.4%	30%	-0.3%	-11%
> O=C(Cn1nnc(-c2ccccc2)n1)N/N=C/c1ccco1
    -3%	-0.8%	-4%	-7%	-6%	0.0%	23%	2.6%	4%
> O=C(CCCCCN1C(=O)c2ccccc2C1=O)NCc1ccccn1
    7%	2.0%	-12%	0%	13%	0.1%	-1%	1.1%	-3%

The line under a structure holds: LYP inhibition	ER stress rescue	GPR35 arrestin U2OS	Dengue-2 NS5 capping	MgcRacGAP inhibition	West Nile virus CPE	SV40 large T antigen	RSV antiviral HEp-2	Salmonella PhoP GFP
> COC(=O)CN1C(=O)COc2ccc(S(=O)(=O)N3CCCC3)cc21
    -5%	.	-4%	0%	5%	0.6%	12%	0.3%	11%
> O=C(Nc1cccc(S(=O)(=O)N2CCCCC2)c1)c1c2c(nc3ccccc13)CCN(Cc1ccccc1)C2
    1%	-2.2%	4%	15%	3%	-0.3%	5%	?	5%
> CCOc1ccc2oc(C(=O)O)c(C)c2c1
    -4%	.	19%	7%	8%	0.4%	11%	0.0%	-3%
> CC(Sc1nnnn1C)C(=O)Nc1ccc(Oc2ccccc2)cc1 (centres undefined)
    0%	.	6%	1%	-3%	-0.3%	4%	?	0%
> COC(=O)c1ccccc1NS(=O)(=O)c1c(C)noc1C
    -5%	.	5%	0%	6%	0.4%	4%	1.6%	-3%
> CCOc1ncccc1C(=O)Nc1ccc(S(=O)(=O)N2CCCC2)cc1
    -6%	-0.7%	-8%	-11%	8%	0.5%	-3%	3.1%	2%
> C1CCc2c(nc3nnnn3c2NC2CCCC2)C1
    -6%	1.3%	24%	-2%	10%	-0.1%	3%	2.2%	0%
> Cc1cc(C)cc(OCC(=O)OCC(=O)N(C)CC(=O)Nc2ccc(F)cc2)c1
    .	.	.	-4%	3%	.	0%	-0.6%	1%
> O=C(Nc1ccc(-c2cn3ccccc3n2)cc1)c1ccco1
    -3%	-12%	-18%	-8%	11%	-0.3%	2%	3.5%	2%
> COC(=O)CC1COc2ccccc2N1C(=O)/C=C/c1ccccc1 (centres undefined)
    -1%	.	19%	-9%	3%	-1.7%	23%	1.3%	1%
> CN(C(=O)CN1CCC(NC(=O)c2ccccc2Br)CC1)C1CCCCC1
    -10%	.	-8%	5%	3%	-1.0%	6%	1.4%	5%
> CCOC(=O)c1c(NC(=O)c2cccnc2Cl)sc(C(=O)N(C)C)c1C
    -3%	0.0%	10%	0%	8%	-0.5%	0%	1.0%	-11%
> CCN(CC(=O)NCc1ccc(Cl)cc1)C(=O)/C=C/c1ccc(Cl)c([N+](=O)[O-])c1
    -4%	.	3%	-3%	5%	-0.5%	19%	1.8%	-5%
> CC(=O)C1=NN(c2ccccc2)C(c2cccs2)N1c1ccccc1 (centres undefined)
    -5%	0.4%	24%	.	.	1.1%	2%	7.5%	-6%
> COc1cc(-c2nnc3sc(-c4ccncc4)nn23)cc(OC)c1OC
    .	.	.	-6%	15%	.	14%	3.3%	.
> O=C(Nc1cccc(Cl)c1)Nc1cnccn1
    -1%	.	-6%	-8%	7%	-0.9%	13%	13%	-8%
> CN1c2ccccc2C2(C)CCCC3=Cc4cccc([N+](=O)[O-])c4OC312 (centres undefined)
    -5%	2.7%	0%	-7%	-2%	-0.9%	-25%	2.9%	23%
> CC(/C=N\NC(=O)Cn1c(C)nc2ccccc21)=C\c1ccccc1
    1%	2.9%	13%	-3%	-2%	.	3%	3.3%	4%
> O=C(NNC(=S)NC1CCCCC1)c1ccc2c(c1)OCO2
    -8%	0.6%	13%	2%	-1%	0.3%	16%	0.4%	-3%

Screening data deposited in PubChem BioAssay by several laboratories.
